Compound activity as filed in PubChem.
PAX8 inh HTS – inhibitors of PAX8-driven TPO luciferase reporter, primary screen, RMG-I cells, single concentration. SteadyGlo, 24 h. inhibition, % at 12.6 µM. hit rate 1.2% among 360,000. AID 652154, 2013;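 active = mean replicate inhibition at least 60% with every replicate also reaching 60%; inconclusive = only one of the two criteria is met; inactive = mean below 60% and not all replicates reaching 60%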;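 note: luciferase light reporting Pax8 driven TPO promoter activity; plate controls were median of neutral control wells for no effect and mitoxantrone controls for full effect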
PglD inh – C. jejuni PglD acetyltransferase inhibitors, primary screen, biochemical, DTNB colorimetric, single point. UDP-N-acetylbacillosamine N-acetyltransferase PglD (Campylobacter jejuni). purified PglD enzyme, DTNB colorimetric CoA detection. inhibition, % at 12.5 µM. hit rate 0.098% among 360,000; in the data active = inhibition above about 16%, passing the limit was not always enough; inconclusive = no clear call, values can overlap the other calls; note: strong numbers were not always called active
C2C12 statin – suppressors of statin myotoxicity in C2C12 myotubes, primary screen, cell-based, single point, plate reader; C2C12 myotubes + simvastatin, ATP luminescence, 48 h; scaled: DMSO 0, geranylgeraniol control 100; rescue of ATP level, % at 7.49 µM; hit rate 0.78% among 330,000; AID 602340, 2012;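 active = mean ATP rescue above about 67%, or every replicate alone reaching that limit, limit read from the data, passing the limit was not always enough; inconclusive = no clear call, values can overlap the other calls; inactive = mean under the limit and some replicate under it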;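 note: myotubes were challenged with 10 µM simvastatin during compound exposure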
GSIS activator – GLuc luminescence reporter in INS-1E cells, primary screen for activators of glucose-dependent secretion of insulin; INS-1E GLuc reporter insulin secretion, 2-3 h; hit rate 0.61% among 370,000; activation, % at 16.6 µM;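 active = lowest replicate activation of at least 40%, so every replicate reaches that level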;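 note: 0% = median of neutral control wells and 100% = median of IBMX positive control wells; some compounds called inactive have numbers as strong as hits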
ARNT TACC3 PPI – disruptors of ARNT/TACC3 protein interaction, primary screen, biochemical, AlphaScreen, single concentration | AID 623870, 2012 | inhibition, % at 9.99 µM | hit rate 0.66% among 390,000 | Transforming acidic coiled-coil-containing protein 3 (Homo sapiens), Q9Y6A5 | AlphaScreen His-ARNT PAS-B/GST-TACC3 binding, luminescence; TACC3 fragment carries E629A point mutation;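 active = mean inhibition of replicates at least 50% and at least half of replicates each reaching 50%; inconclusive = half or more replicates reach 50% but mean below 50%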;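 note: 0% = complete ARNT plus TACC3 wells and 100% = ARNT alone without TACC3; many hits fall short of the cut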
PGC1a acetyl inh – inhibitors of PGC1a acetylation signal, primary screen, cell-based, U2OS, AlphaScreen, inhibitor mode; AlphaScreen anti-acetyl-lysine; with virally co-expressed GCN5 acetyltransferase; inhibition, % at 15.6 µM; hit rate 0.17% among 350,000; AID 651687, 2012;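 active = every replicate shows inhibition of at least 40%; inconclusive = mean inhibition at least 40% but some replicate below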;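 note: 0% = neutral control wells and 100% = positive control wells; some results beyond the cut were filed as inactive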
LGR2 antag – inhibitors of bursicon-induced LGR2 CRE-luciferase signal, primary screen, cell-based, HEK293, CRE-luciferase reporter, bursicon stimulation. inhibition, % at 9.99 µM. AID 720647, 2013. hit rate 0.35% among 380,000. bursicon-stimulated, 4 h;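 active = drop in luminescence signal, shown as inhibition above about 50% in the replicate tests, limit read from the data, passing the limit was not always enough; inconclusive = probably only some replicates passing the limit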;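 note: agonist challenge used bursicon conditioned medium at about half maximal strength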
Cneo AK release – Cryptococcus neoformans cell lysis inducers, primary screen, AK release luminescence, single concentration; C. neoformans lysis, adenylate kinase release luminescence, 4 h; normalised: neutral wells 0, clomiphene wells 100; lysis activity, % at 15 µM; hit rate 0.2% among 360,000; AID 651654, 2012;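 active = mean lysis activity across replicates of at least 80%, whatever share of replicates individually reach that level; inactive = mean lysis activity below 80%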
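Assay system: Cryptococcus neoformans yeast cells / Dosing: single-point compound dose / Timing: 4 h at 37 °C static, read 1 h later / Measured by: luminescence of released adenylate kinase using an AK detection reagent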
* marks the source's active call; other numbers are inactive results; ? = inconclusive; . = not tested or not shown; & = joins results of further samples.

Molecule	PAX8 inh HTS	PglD inh	C2C12 statin	GSIS activator	ARNT TACC3 PPI	PGC1a acetyl inh	LGR2 antag	Cneo AK release
O=C(Nc1ccc(CN2CCOCC2)cc1)c1cccs1	.	-5	-25	.	0	.	.	-3
CC(C)N(C(=O)CN1CCC(c2nc3ccccc3[nH]2)CC1)C(C)C	16	1	-11	12	2	-8	-11	1
CCOC(=O)C1CCN(Cc2ccc(O)c3ncccc23)CC1	31	-4	-1	.	69*	-61	.	1
CC(C)NC(=S)N/N=C/c1ccc(N2CCOCC2)cc1	-32	1	.	-3	1	30	4	-1
CO[C@H](CN(C)C(=O)c1cc(Cl)cc(Cl)c1)[C@@H](C)CN(C(=O)Nc1ccc(F)cc1)[C@@H](C)CO	.	2	11	-18	.	0	-3	49
O=C(NCc1ccccn1)c1ccc2c(=O)n(CCc3ccccc3)c(=O)[nH]c2c1	5	.	6	7	9	-2	5	.
O=C(NC1CCN(C(=O)c2cccs2)CC1)c1ccccc1	11	-1	-3	16	-2	8	6	4
C[C@H](CO)N1C[C@H](C)[C@H](CN(C)S(=O)(=O)c2ccc(F)cc2)Oc2c(NC(=O)C3CC3)cccc2C1=O	-6	2	-54	2	2	-3	.	-1
CC(=O)c1c(C)[nH]c(C(=O)N2CCN(S(=O)(=O)c3ccc(F)c(F)c3)CC2)c1C	3	-4	15	-5	-1	.	-6	0
Cc1ccc2c(c1)C(c1ccccc1)C(=O)O2 (stereo unspecified)	2	4	-15	0	25	0	-2	0
CC1(C(=O)NS(C)(=O)=O)CCN1C(=O)CC(c1ccccc1)c1ccccc1 (stereo unspecified)	2	-7	1	-5	.	9	-12	0
CNC[C@@H]1Oc2cc(C#Cc3cccnc3)ccc2S(=O)(=O)N([C@H](C)CO)C[C@H]1C	.	0	-4	-1	-3	2	-11	-1

Other compounds.
Molecule	PAX8 inh HTS	PglD inh	C2C12 statin	GSIS activator	ARNT TACC3 PPI	PGC1a acetyl inh	LGR2 antag	Cneo AK release
Cc1ccccc1OCCC(=O)NNC(=O)c1ccccc1F	9	-8	-14	.	0	15	-4	3
COc1cc(C(=O)NNC(=O)C2CSC3(C)CCC(=O)N23)cc(OC)c1OC (stereo unspecified)	15	.	-4	2	-8	3	-13	2
COc1ccc(C2c3ccc4ccccc4c3Oc3ncn(CCCO)c(=N)c32)cc1 (stereo unspecified)	9	-6	-10	4	3	2	0	0
CC(C)(C)c1ccccc1NC(=O)N1CCNC(=O)C1CC(=O)Nc1ccc(F)cc1 (stereo unspecified)	12	7	3	-8	-5	-10	-7	-1
Cc1nc(-c2ccc(Cl)cc2)sc1C1(C)CC(c2cccc(Cl)c2)=NO1 (stereo unspecified)	-1	2	7	20	-4	11	-16	5
COc1ccc(COC(=O)C2CC(=O)N(Cc3ccccc3)C2)cc1 (stereo unspecified)	4	2	1	11	-7	.	-7	-1
O=c1oc2ccccc2c2c1ncn2C1CCCCC1	.	1	4	.	9	-6	.	-1
COCCNC(=O)COC(=O)c1ccc(S(=O)(=O)N2CCOCC2)cc1	3	1	.	16	-5	-3	23	10
COc1cccc(S(=O)(=O)Nc2ccc3c(c2)[C@@H]2C[C@@H](CC(=O)NCC(F)(F)F)O[C@@H](CO)[C@@H]2O3)c1	-7	3	-2	2	-1	-5	-4	-2
C[C@H](CO)N1C[C@H](C)[C@H](CN(C)C)Oc2ncc(-c3ccccc3)cc2C1=O	.	3&-2	8&3	8	-6&-13	11&11	-11	8&-1
CCS(=O)(=O)N1CCN(S(=O)(=O)c2ccc(Cl)s2)CC1	-3	6	.	13	-2	0	5	0
COc1cccc(NS(=O)(=O)NC(=O)c2c[nH]c3ccccc23)c1	-5	-3	15	21	-9	3	-1	2

(next part)
Values run as follows: PAX8 inh HTS | PglD inh | C2C12 statin | GSIS activator | ARNT TACC3 PPI | PGC1a acetyl inh | LGR2 antag | Cneo AK release
O=C(c1ccc2c(c1)OCO2)N1CCC2(CC1)Oc1ccc(Cl)cc1C(=O)C21CC(c2cccnc2)=NO1 (stereo unspecified)
 : 10 | 6 | 2 | . | -2 | . | 29 | 1
C[C@@H]1CCCCO[C@@H](CN(C)Cc2ccc(C(F)(F)F)cc2)[C@@H](C)CN([C@@H](C)CO)C(=O)c2cc(NC(=O)CCCN(C)C)ccc2O1
 : 3 | -3 | . | -4 | 1 | 1 | -10 | 3
CC(C)(CNC(=O)c1ccc(NS(=O)(=O)c2ccc(Br)cc2)cc1)N1CCOCC1
 : 2 | . | -25 | -3 | 2 | . | -17 | .
COc1ccc(S(=O)(=O)N2CCC(C(N)=O)(N3CCCCC3)CC2)cc1
 : 4 | -3 | -13 | 24 | -5 | 7 | -5 | 0
COc1ccccc1CCC(=O)OCC(=O)Nc1cc(S(=O)(=O)N2CCOCC2)ccc1C
 : 2 | . | . | 21 | 2 | . | 4 | .
Cc1cc(C(=O)COC(=O)CNC(=O)c2ccco2)c(C)n1Cc1ccco1
 : 4 | -3 | . | -9 | -2 | -1 | 0 | -3
CN(C)C(=O)C[C@@H]1CC[C@H]2[C@@H](COC[C@H](O)CN2C(=O)C2CC2)O1
 : 3 | 4 | 3 | -1 | 0 | 3 | 6 | 0
COc1ccc(OC)c(S(=O)(=O)N2CCN(c3ccccn3)CC2)c1
 : . | -1 | 7 | -2 | 0 | -11 | 15 | -1
CC(C)NC(=O)N(C)C[C@@H]1OCCCC[C@@H](C)Oc2ccc(NC(=O)Nc3ccccc3)cc2C(=O)N([C@@H](C)CO)C[C@@H]1C
 : -14 | -2 | . | 1 | 10 | -3 | 11 | 0
O=C(NCc1ccccc1)C1CCN(S(=O)(=O)N2CCCCCC2)CC1
 : . | -2 | -9 | . | 6 | -10 | . | -1

(listing goes on)
Values run as follows: PAX8 inh HTS | PglD inh | C2C12 statin | GSIS activator | ARNT TACC3 PPI | PGC1a acetyl inh | LGR2 antag | Cneo AK release
C[C@H](CO)N1C[C@H](C)[C@@H](CN(C)Cc2ccccc2)Oc2ccc(NC(=O)C3CCCCC3)cc2CC1=O
 : 10 | 0 | 32 | -12 | -8 | 0 | -7 | -1
C=C(Cl)COc1ccc2c(C)cc(=O)oc2c1
 : . | -2 | 28 | 35 | -1 | 1 | -7 | -1
CCNC(=S)N(Cc1cccs1)Cc1cc2cc(OCC)ccc2[nH]c1=O
 : -12 | -2 | -9 | -1 | -6 | 2 | 4 | -2
O=C1CC(C(=O)Nc2ccccc2)C2(CCCC2)O1 (stereo unspecified)
 : -3 | -3 | -7 | . | 30 | -2 | . | -3
Cc1ccccc1C(=O)NCC(=O)OCC(=O)NNC(=O)c1ccccc1F
 : -6 | 12 | 4 | . | . | 0 | 0 | 0
COc1ccc(N2C(=O)c3ccccc3NC23C(=O)N(C)c2ccccc23)cc1 (stereo unspecified)
 : . | 6 | 23 | 25 | 7 | 10 | 1 | -2
CCCCN(C(=O)CN1C(=O)C2CCCCC2C1=O)c1c(N)n(CCCC)c(=O)[nH]c1=O (stereo unspecified)
 : -6 | 6 | . | -5 | -3 | . | -4 | -1
Cn1nnnc1Sc1ncnc2scc(-c3ccccc3Br)c12
 : 83* | -5 | -23 | 23 | 19 | -5 | 20 | -1
COc1c(O[C@@H]2O[C@H](CO)[C@@H](O)[C@H](O)[C@H]2O)cc2c(c1OC)-c1ccc(SC)c(=O)cc1C(NC(C)=O)CC2 (stereo partly specified)
 : -3 | -3 | 6 | -6 | 26 | . | 11 | 0
COc1cc(CNCCO)cc(Cl)c1OCc1ccc(Cl)cc1Cl
 : 25 | . | . | 42* | . | -33 | ? | .

Further records follow.
Values run as follows: PAX8 inh HTS | PglD inh | C2C12 statin | GSIS activator | ARNT TACC3 PPI | PGC1a acetyl inh | LGR2 antag | Cneo AK release
Cc1ccc(N2C(=O)CC2(C#N)c2ccc(OCc3ccccc3)cc2)cc1 (stereo unspecified)
 : -1 | -4 | -5 | . | -14 | -16 | . | 3
CCC(C)(C)n1nnnc1CN(Cc1cc2cc(OC)ccc2[nH]c1=O)C1CCCC1
 : . | -7 | -14 | . | -8 | -10 | . | -1
C[C@H](CO)N1C[C@H](C)[C@H](CN(C)C(=O)Nc2cccc3ccccc23)Oc2ccc(NC(=O)Cc3ccccc3)cc2CC1=O
 : 24 | 3 | -3 | -10 | -2 | -13 | 30 | 102*
Cc1nn(C)c(C)c1S(=O)(=O)NCCc1ccc(Cl)cc1
 : -1 | 2 | 3 | 12 | 5 | . | -8 | -1
COC(=O)C1CN(C(=O)COc2ccccc2C)c2ccccc2O1 (stereo unspecified)
 : 6 | -5 | 0 | 21 | -19 | 1 | 11 | -1
C=Cc1ccc(N=Cc2c(O)ccc3ccccc23)cc1
 : 20 | 0 | 14 | 11 | 9 | 12 | -4 | 6
Cc1c(C(=O)Nc2ccc3c(c2)OCO3)oc2ccccc12
 : -166 | 1 | -17 | -5 | 12 | . | -75 | -4
COc1ccc(C(N)c2csc(Nc3ccc(S(C)(=O)=O)cc3)n2)cc1 (stereo unspecified)
 : -10 | 2 | -16 | . | . | . | 0 | 0
NC(=O)c1ccc(C(F)(F)F)n(Cc2ccc(F)c(F)c2)c1=O
 : 16 | . | . | 1 | 3 | . | -1 | .
CCn1c(SCC(=O)Nc2ccc(NC(=O)c3ccco3)cc2)nnc1-c1cccs1
 : . | -5 | . | . | -3 | -124 | . | 1

For convenience, 4 of the compounds above.
Values run as follows: PAX8 inh HTS | PglD inh | C2C12 statin | GSIS activator | ARNT TACC3 PPI | PGC1a acetyl inh | LGR2 antag | Cneo AK release
Cc1c(C(=O)Nc2ccc3c(c2)OCO3)oc2ccccc12
 : -166 | 1 | -17 | -5 | 12 | . | -75 | -4
COc1ccc(C(N)c2csc(Nc3ccc(S(C)(=O)=O)cc3)n2)cc1 (stereo unspecified)
 : -10 | 2 | -16 | . | . | . | 0 | 0
NC(=O)c1ccc(C(F)(F)F)n(Cc2ccc(F)c(F)c2)c1=O
 : 16 | . | . | 1 | 3 | . | -1 | .
CCn1c(SCC(=O)Nc2ccc(NC(=O)c3ccco3)cc2)nnc1-c1cccs1
 : . | -5 | . | . | -3 | -124 | . | 1

(further entries)
Values run as follows: PAX8 inh HTS | PglD inh | C2C12 statin | GSIS activator | ARNT TACC3 PPI | PGC1a acetyl inh | LGR2 antag | Cneo AK release
C[C@H](CO)N1C[C@H](C)[C@@H](CN(C)Cc2ccccc2)Oc2ccc(NC(=O)Nc3ccc(C(F)(F)F)cc3)cc2C1=O
 : -12 | 1 | 2 | -14 | -4 | 13 | -3 | -2
O=C(O)c1ccc2c(c1)C(=O)/C(=C/c1ccccc1)C2=O
 : 11 | 9 | . | . | 0 | 1 | . | .
Cc1ccc2[nH]cc(C(=O)CN3CCN(c4ccccc4F)CC3)c2c1
 : . | -1 | -27 | -8 | 4 | ? | . | 8
O=C(Nc1c(-c2ccccc2)nc2ccccn12)c1ccccc1F
 : 10 | -10 | -8 | 10 | 4 | 1 | -2 | 1
CCc1nc2c(OCc3ccc(Cl)cc3)cccn2c1N(C)C(=O)c1ccncc1
 : -7 | -6 | -4 | -5 | . | 10 | 5 | -2
